Assay outcomes (PubChem)
Rac1 wt modul – alters GTP binding to wildtype human Rac1; GST-Rac1 beads, fluorescent GTP binding, flow cytometry; actives lie on both sides; 0 = cold GTP competed, 100 = untreated; GTP binding activity (% of control), % at 10 µM; P63000; AID 757; hit rate 0.27% among 190,000;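 active = GTP binding activity at least 20 points away from the 100% control level, either lower or higher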
Pf gamet viab – P. falciparum stage V gametocyte viability inhibition. P. falciparum stage V gametocytes, ATP luminescence, 24 h. inhibition, % at 10.9 µM. hit rate 0.065% among 150,000. AID 743093;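 active = inhibition above the mean plus 3 SD of compounds within the control limits, set per campaign, cut at about 38% in these data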;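 note: 0% = DMSO wells and 100% = medium only without gametocytes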
Avidin fluor – avidin bead compound fluorescence profile; hit rate 0.38% among 220,000; fluorescence (KMESF) at 10 µM; Avidin beads, compound fluorescence 488/530 nm, flow cytometry; active compounds read high; in the data active = fluorescence above about 47; note: inactives centre near 10
Rab2A wt mod – changes GTP binding to wildtype dog Rab2A, up or down. GST-Rab2 wt beads, Bodipy-GTP binding, flow cytometry. P61105. GTP binding activity, % at 10 µM. AID 760. hit rate 0.19% among 190,000;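 active = GTP binding activity at least 20 points away from 100%, either lowered or raised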;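 note: 0% = beads with excess unlabeled GTP and 100% = no-compound control corrected for plate trend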
HRas wt GTP – human HRas wildtype GTP binding, change in either direction; P01112; GST-Ras wt beads, Bodipy-FL-GTP binding, flow cytometry; actives lie on both sides; GTP binding activity, % at 10 µM; hit rate 0.14% among 190,000; AID 759;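 active = GTP binding activity at least 20% away from the 100% baseline, either lowered as inhibitor or raised as activator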;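 note: 0% = unlabeled GTP competition control and 100% = no-compound control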
Target sequence (P01112 whole entry, looked up): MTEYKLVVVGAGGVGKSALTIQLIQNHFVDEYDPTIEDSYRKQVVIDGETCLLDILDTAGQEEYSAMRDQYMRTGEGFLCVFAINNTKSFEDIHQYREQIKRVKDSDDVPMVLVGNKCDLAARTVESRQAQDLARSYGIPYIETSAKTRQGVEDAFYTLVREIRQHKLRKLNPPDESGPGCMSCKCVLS
Cdc42 wt – human Cdc42 wildtype GTP binding change, either direction. AID 761. GST-Cdc42 beads, Bodipy-GTP binding, flow cytometry; actives lie on both sides. P60953. percent activity (GTP binding), % at 10 µM. hit rate 0.2% among 190,000;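 active = percent activity GTP binding at least 20 points away from the 100% baseline, either down as inhibitor or up as activator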;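 note: median bead fluorescence of bound Bodipy-FL-GTP at 100 nM; 0% = excess unlabeled GTP control and 100% = no compound control; below 100% means less GTP binding so inhibitor and above means activator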
Target sequence (P60953 whole entry, looked up): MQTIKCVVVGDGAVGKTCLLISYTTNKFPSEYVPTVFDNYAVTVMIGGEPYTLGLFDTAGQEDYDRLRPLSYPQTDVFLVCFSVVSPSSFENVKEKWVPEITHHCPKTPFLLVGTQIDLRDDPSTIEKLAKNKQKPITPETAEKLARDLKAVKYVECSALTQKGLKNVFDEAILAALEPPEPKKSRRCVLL
Mcl1-Noxa inh – disrupts binding of human Mcl-1 to Noxa peptide | Q07820 | TR-FRET Mcl-1/Noxa peptide binding, 2 h | inhibition, % at 21.7 µM | hit rate 1.5% among 220,000;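 active = compounds that cut the protein-peptide binding signal by more than 50% relative to plate controls in a single-dose test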;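 note: His-tagged Mcl-1 with rhodamine Noxa BH3 peptide and terbium anti-His antibody; 0% = Mcl-1 plus Noxa peptide wells and 100% = peptide-only wells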
Target sequence (Q07820 whole entry, looked up): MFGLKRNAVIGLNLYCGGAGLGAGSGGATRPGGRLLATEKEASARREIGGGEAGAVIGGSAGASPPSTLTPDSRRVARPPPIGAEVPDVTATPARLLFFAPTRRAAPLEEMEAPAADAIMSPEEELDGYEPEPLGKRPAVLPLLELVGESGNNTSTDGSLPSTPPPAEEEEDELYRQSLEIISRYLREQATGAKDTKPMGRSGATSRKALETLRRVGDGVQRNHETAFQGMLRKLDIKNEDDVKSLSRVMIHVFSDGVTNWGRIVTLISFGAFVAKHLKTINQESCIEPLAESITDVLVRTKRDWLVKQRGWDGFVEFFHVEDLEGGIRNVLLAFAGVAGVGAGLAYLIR
Rab7 wt modul – modulators of GTP binding to dog Rab7 wildtype GTPase | hit rate 0.055% among 190,000 | AID 758 | GTP binding activity (percent of control), % at 10 µM | GST-Rab7 beads, fluorescent GTP binding, flow cytometry; actives lie on both sides; untreated = 100%, excess cold GTP = 0%;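 active = fluorescent GTP binding to Rab7 beads changed by at least 20 points from the 100% baseline, either direction, mostly lower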;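 note: median green fluorescence of bound Bodipy-FL-GTP per Rab7 bead population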
Rac1 mut GTP – modulators of GTP binding to human Rac1 activated mutant; P63000; GST-Rac1 activated beads, fluorescent GTP binding, flow cytometry; actives lie on both sides; 100% means binding = to untreated wells; percent activity (GTP binding), % at 10 µM; hit rate 0.11% among 190,000; AID 764;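 active = GTP binding at least 20 percentage points away from the 100% baseline, in either direction, so actives lie on both sides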
ABCB1 block – inhibitors of human ABCB1 transporter, ABCG2 counter-screen. CCRF-Adr cells, JC-1 efflux, flow cytometry. inhibition, % at 6.6 µM. hit rate 0.067% among 190,000. AID 1326; in the data active = inhibition above about 40%;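 note: 0% = vehicle and 100% = reference inhibitor; higher value means more JC-1 retained so stronger ABCB1 efflux block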
ABCG2 inh – inhibitors of human ABCG2 transporter, ABCB1 counter-screen; Q9UNQ0; IgMXP3 cells, JC-1 efflux, flow cytometry; inhibition, % at 6.6 µM; hit rate 0.1% among 190,000; AID 1325;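 active = inhibition above 80%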;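 note: 0% = DMSO and 100% = nicardipine control wells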
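material = IgMXP3 (ABCG2) plus far-red-tagged CCRF-Adr (ABCB1) cells | amount = 3 million cells/mL, equal mix of both lines | also added = JC-1 transporter substrate | dosing = one concentration, 6.6 µM final | schedule = 10 min at 25 °C | measured by = flow cytometric JC-1 green MFI at 530 nm | read-out basis = percent efflux inhibition, scaled nicardipine 100% to DMSO 0%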
* hit, by the source's call; / = not tested or not shown.

SMILES	Rac1 wt modul	Pf gamet viab	Avidin fluor	Rab2A wt mod	HRas wt GTP	Cdc42 wt	Mcl1-Noxa inh	Rab7 wt modul	Rac1 mut GTP	ABCB1 block	ABCG2 inh
O=C(NN=C1CCCCC1)c1ccccc1OCc1ccc(F)cc1	113	/	4	103	104	105	8	103	105	1.2	14
CCN(CC)C(=O)C1CCCN(c2ccc([N+](=O)[O-])cc2/C=N/NC(=O)c2ccc([N+](=O)[O-])cc2)C1 (stereo unspecified)	99	/	10	96	98	100	19	97	97	1.8	15
CCCCOc1ccc(C(=O)Nn2cnnc2)cc1	95	/	7	96	97	98	-4	97	94	0.4	1
Cc1nn(Cc2ccccc2)c(Cl)c1/C=C/C(=O)OCC(=O)NC(C)C(C)C (stereo unspecified)	98	-21	25	99	101	94	13	104	94	0.5	1
COC(=O)c1ccc(C(=O)OC)c(NC(=O)CSc2cccc[n+]2[O-])c1	101	-21	12	100	100	101	11	103	101	-5.8	-1
CCOc1ccc2[nH]c(=O)c(CN(Cc3ccco3)C(=O)c3ccc(Br)cc3)cc2c1	101	/	34	95	97	96	23	97	96	1.4	21
Cc1ccc2nc(-c3ccc(SCC(=O)Nc4cc(C)on4)nc3)[nH]c2c1	99	20	35	96	98	99	-3	98	97	0.1	-1
COc1ccc(OC)c2[nH]c(C(=O)O)cc12	103	9	22	100	101	102	7	97	98	0.6	1
O=C(NC1CCCCC1)C1CC(=O)N(CCc2ccccc2)C1 (stereo unspecified)	107	/	7	100	99	104	0	97	100	-0.8	1
CCOc1ccc(-c2nc(N)nc(C)c2-c2ccc(OC)c(OC)c2)c(O)c1	101	/	15	95	97	96	8	96	98	0.5	3
COc1ccc(C(=O)CSc2nnc(Cc3ccccc3)o2)cc1	99	/	11	103	104	101	7	103	98	0.9	5
CC(C)=C1C(=O)NN(c2cccc(Cl)c2)C1=O	97	-12	11	98	97	96	19	94	97	-0.9	-5
CCC(C)NC(=O)C1CCN(C(=O)N(C)C)CC1 (stereo unspecified)	93	/	21	96	96	97	9	94	95	0.6	1
CC(OC(=O)C1COc2ccccc2O1)C(=O)N(C)c1ccccc1 (stereo unspecified)	98	0	8	99	97	92	-1	103	98	6.9	4
C(=C\c1ccccc1)/CNn1cnnc1	102	5	4	99	101	102	-2	101	98	-0.6	-3
COc1ccc(NC(=O)C(=S)NC2CCCCC2)cc1	94	-30	8	98	98	95	20	97	96	2.4	8
Nc1nonc1-c1noc(COc2ccccc2Cl)n1	104	/	14	101	102	104	13	104	100	0.3	7
Cc1ccc(NCCC(=O)c2cccs2)cc1C	102	-12	6	100	98	97	19	105	98	0.7	5
Cc1c(NS(=O)(=O)CC23CCC(CC2=O)C3(C)C)c(=O)n(-c2ccccc2)n1C (stereo unspecified)	101	14	36	101	101	102	7	98	101	0.4	1
Cc1[nH]c(=S)sc1Cc1ccc(F)cc1	102	-19	3	98	100	98	10	102	100	-0.4	1
Cc1cc(NC(=O)CSc2nnc(Nc3ccccc3F)s2)no1	98	22	11	101	101	97	-4	105	99	0.3	6
O=C(Cc1ccccc1)Nc1cc(Cl)ccc1Sc1ccccc1	101	7	16	97	96	93	12	99	98	4.5	89*
O=C(O)c1ccccc1C(=O)c1cccs1	104	/	8	102	101	101	14	101	99	0.2	1
CCCCS/C(N)=N/N=C/c1cc(C)ccc1O	100	/	9	97	99	96	16	100	97	0.5	6
CCCc1cc(=O)[nH]c(SC(CC)C(=O)Nc2ccccc2C#N)n1 (stereo unspecified)	103	/	11	100	102	100	-2	103	100	0.1	2
Cc1nc(Cl)c(S(N)(=O)=O)c(C)c1Cl	96	-36	20	98	98	99	7	95	97	0.2	1
O=C(O)c1ccccc1-c1ccccc1C(=O)Nc1ccccc1	100	18	8	99	100	101	-10	97	97	0.1	4
COc1cc2c(cc1OC)C(C1C(=O)CCCC1=O)N(C(=O)CCl)CC2 (stereo unspecified)	103	-9	14	100	101	102	2	100	101	0.1	-1
Cn1c(SCc2ccccc2Cl)nc2ccccc21	102	/	10	99	98	98	-1	100	98	1.2	38
Cc1ccc(C)c(N2N=C(C(=O)Nc3nccs3)CCC2=O)c1	99	-10	29	97	96	96	16	98	96	0.1	0
COc1ccc(S(=O)(=O)N2CCOCC2)cc1NC(=O)c1cccc2c(=O)c(C)c(-c3ccccc3)oc12	109	5	23	101	100	102	-118	100	99	33	21
NS(=O)(=O)c1ccc(O)c(N2C(=O)c3cccc4c(C(=O)c5ccccc5)ccc(c34)C2=O)c1	97	/	6	89	95	95	9	92	95	0.0	-1
COC(=O)Cc1c(C)c2ccc(OCC(=O)N(C)C)cc2oc1=O	101	0	15	101	101	101	5	100	97	-0.5	4
CN(C)c1ccc(CNc2ncn[nH]2)cc1	102	-5	10	99	98	100	13	100	97	0.6	1
O=C(CSc1ncnc2c1oc1ccccc12)Nc1nccs1	93	/	9	95	94	92	-107	96	92	-0.3	2
O=C(NCc1ccco1)C1CC(c2ccc(Cl)cc2)=NO1 (stereo unspecified)	100	-13	10	96	97	92	19	104	94	0.3	0

Filtered by structure, the compounds so far with two or more sulfur atoms (3)
SMILES	Rac1 wt modul	Pf gamet viab	Avidin fluor	Rab2A wt mod	HRas wt GTP	Cdc42 wt	Mcl1-Noxa inh	Rab7 wt modul	Rac1 mut GTP	ABCB1 block	ABCG2 inh
Cc1[nH]c(=S)sc1Cc1ccc(F)cc1	102	-19	3	98	100	98	10	102	100	-0.4	1
Cc1cc(NC(=O)CSc2nnc(Nc3ccccc3F)s2)no1	98	22	11	101	101	97	-4	105	99	0.3	6
O=C(CSc1ncnc2c1oc1ccccc12)Nc1nccs1	93	/	9	95	94	92	-107	96	92	-0.3	2

Following part.
SMILES	Rac1 wt modul	Pf gamet viab	Avidin fluor	Rab2A wt mod	HRas wt GTP	Cdc42 wt	Mcl1-Noxa inh	Rab7 wt modul	Rac1 mut GTP	ABCB1 block	ABCG2 inh
Cc1cc(C(=O)COC(=O)CCc2nc3ccccc3s2)c(C)n1C	106	-14	9	102	102	104	59*	103	101	0.6	3
Fc1ccc(CSc2ccc(-c3cccs3)nn2)cc1	102	13	13	99	101	102	8	100	99	-0.2	-1
CC(C)CN1CCN(Cc2ccc(CN3CCCCC3)s2)CC1CCO (stereo unspecified)	96	3	2	96	97	97	2	98	94	-0.4	0
Fc1ccc(-c2nnc(CSc3nnc(-c4cccs4)o3)o2)cc1	96	/	13	96	98	97	22	101	98	-0.1	4
CCCCOc1ccc(C2(C)CC(=O)NC2=O)cc1 (stereo unspecified)	102	-6	31	99	100	101	-6	99	99	0.1	0
CCN(CC)c1ccc(NC(=O)c2nc3nc(C)cc(C(F)F)n3n2)cc1	101	/	5	98	98	98	58*	99	98	0.0	1
COc1ccc(C(=O)CC(c2ccccc2)C2C(=O)CCCC2=O)cc1 (stereo unspecified)	94	/	10	96	97	95	4	98	94	0.7	3
CC1=CC(C)(C)n2c(O)c(N=NC(N)=S)c3cc(C)cc1c32	101	5	1	98	100	97	37	98	99	0.1	2
C=CCn1cc(/C=N/N2C(=O)C3C4C=CC(C4)C3C2=O)c2ccccc21 (stereo unspecified)	95	-18	5	97	98	93	9	105	94	0.9	-1
O=C1NC(=O)c2cc(NC(=O)C3CCCO3)ccc21 (stereo unspecified)	100	-6	15	100	101	102	3	105	97	0.1	1
COc1c(C)cc(C(=O)C2CCCN(C(=O)c3snnc3C)C2)cc1C (stereo unspecified)	98	-24	6	98	97	97	7	98	96	2.1	2
CCCS(=O)(=O)N1CCCC(C(=O)N2CCN(C(=O)OCC)CC2)C1 (stereo unspecified)	101	/	6	99	101	101	19	98	97	0.4	2
Cc1cc2cc(CCNC(=O)c3ccc(S(=O)(=O)N4CCOCC4)cc3)c(=O)[nH]c2cc1C	119	/	6	105	107	109	-5	103	107	0.2	3
O=C(Nc1ccccc1Br)C1CC(=O)N(c2ccc3c4c(cccc24)CC3)C1 (stereo unspecified)	103	/	16	98	98	98	12	96	99	0.3	-4
O=C(COC(=O)c1ccccc1)Nc1ccccc1N1CCOCC1	104	/	18	99	100	102	12	99	101	0.3	1
CCCN1CCC2(CC1)C(C#N)=C(N)Oc1c2sc2nc(C)cc(C)c12	99	13	11	102	103	102	11	104	99	2.6	9
COc1ccc(C2C3=C(CC(c4ccco4)CC3=O)Nc3ccccc3N2C(C)=O)cc1 (stereo unspecified)	110	16	8	101	101	102	12	99	99	0.1	0
Cc1cccnc1CN1CCN(Cc2nc(C(c3ccccc3)c3ccccc3)no2)CC1	96	-9	1	98	97	94	12	104	94	0.3	-3
C=C(C)CSc1nc2c(c(=O)[nH]c(=O)n2C)n1CCC(C)C	104	/	6	98	98	101	-19	98	97	1.6	4
CCOC(=O)NC(O)C(=O)c1ccc(F)cc1 (stereo unspecified)	99	/	9	93	94	96	4	93	95	0.1	2
O=C(COC(=O)[C@H](Cc1ccccc1)NC(=O)c1cccs1)Nc1cc(F)ccc1F	99	-13	3	95	98	96	16	95	97	0.5	1
Cc1nn(C)cc1S(=O)(=O)NC1CCCC1	97	0	11	96	96	94	4	101	93	1.2	4
Cc1nn(-c2ccccc2)nc1CNC(=O)C(C)Cc1ccccc1 (stereo unspecified)	104	13	12	101	100	109	-1	101	100	1.6	0
O=C(CSc1ncccc1C(=O)O)NCCC1=CCCCC1	104	/	19	103	104	106	22	105	97	0.2	1
CC(C)NC(=S)NC(=O)/C=C/c1ccc(F)cc1	103	-3	2	97	98	97	4	99	98	0.6	10
COc1cc(Br)c(C2C(C#N)=C(N)Oc3n[nH]c(-c4cccnc4)c32)cc1OC (stereo unspecified)	98	/	21	93	95	93	7	96	94	0.1	2
COCCn1c(SCC(=O)Nc2cc(Cl)ccc2OC)nc2c(c1=O)SC(C)C2 (stereo unspecified)	100	/	4	99	99	100	1	100	98	4.4	7
CN(C)/C(CN1CCN(C=O)CC1)=C1\N=C(c2ccccc2)OC1=O	99	/	6	99	98	98	7	103	99	0.2	1
COc1ccc(CCC(=O)Nc2c(C)n(C)n(-c3ccccc3)c2=O)cc1	102	7	10	95	96	98	2	93	95	0.7	1
O=C1CNC(=S)N1CCCn1ccnc1	101	0	6	98	101	102	-28	99	100	-0.9	0
Cc1nnc(NC(=O)CSc2nnc(Cc3ccccc3)n2-c2ccccc2)s1	107	/	10	97	103	101	10	102	98	-0.1	6
Cc1cccc[n+]1CC(=O)/C=C1\N(C)c2ccccc2C1(C)C	106	5	25	100	101	102	-21	99	101	0.5	8
CC1=NN(c2ccc(N)cc2)C(=O)C1	103	/	0	99	97	98	25	98	101	-0.4	-1
